Insulin prom up: MIN6 insulin promoter up-regulation; 190,000 tested, 0.3% active; z-score at 5 µM; MIN6 insulin promoter-GFP reporter, high-content imaging; stronger effect = higher value;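 active means z-score above 3 at 5 µM with at least 500 cells counted in the well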
MT stabilizer: microtubule stabilizers in HeLa cells | AID 2205 | % tubulin-high responders, % at 10 µM | 200,000 tested, 0.83% active | HeLa tubulin immunostaining HCS, 24 h; share of cells brighter than vehicle mean+2SD;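 active means plate Z-score above 3 for both tubulin-high and condensed-nucleus cell shares, with cell loss under 80%, at 10 µM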;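 further: anti alpha tubulin signal scored within the nucleus-defined area of each cell; some results filed as inactive read as strong as hits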
WT yeast gro inh: growth inhibition of WT yeast, mitochondrial fusion screen; 190,000 tested, 2.1% active; inhibition, % at 10 µM; mitochondrial fusion phenotypic screen, WT strain; in the data active means inhibition above about 58%; tested in S. cerevisiae
Yfh1-off respiration: mitochondrial function rescue without frataxin homolog – Friedreich's ataxia, plus single-dose screen, dose response (AID 1465); S. cerevisiae Yfh1-off respiration, WST-1 reduction, 72 h; higher fold induction means a stronger effect; one-dose fold induction at 50 µM; EC50 in µM for titrated hits; 220,000 tested, 0.074% active;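 active means fold induction of absorbance versus untreated yeast above a set limit, then at least 30% activation at any dose in follow-up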;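 further: activators that raise dye reduction in frataxin-depleted yeast; strong numbers were not always called active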
Dynein cargo inh: dynein cargo transport inhibition; 3617.4 mouse cells, GR-EGFP nuclear translocation imaging; test concentration mostly 20 µM; stimulated with dexamethasone, 1 µM; stronger effect = lower value; z-score, hits read low; 220,000 tested, 0.47% active; AID 1381;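 active means plate z-score of nuclear minus cytoplasmic receptor signal below a set negative limit, without overly bright fluorescence or cell loss, cut at about -3.5 in these data, passing the limit was not always enough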;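 further: z-score of nuclear minus cytoplasmic ring GR-EGFP intensity difference per well; some compounds called inactive have numbers as strong as hits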
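Buffer or medium: tet-free, stripped-serum medium; reagent: dexamethasone at 1.0 µM final, 30 min; incubation: 48 h induction, 1 h compound, 30 min dex at 37 °C; measured by: formaldehyde fixation, Hoechst nuclear stain, 10x automated fluorescence imaging; read-out: nuclear-to-cytoplasmic GR-EGFP distribution per well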
bCat nuc transl: alters nuclear translocation of beta-catenin in HeLa cells; immunofluorescence imaging; nuclear translocation activity, % at 5 µM; 190,000 tested, 0.3% active;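 active means nuclear translocation activity above 50% at 5 µM, with a well cell count of 50 or more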;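 further: per-cell ratio of nuclear to cytoplasmic median beta-catenin stain intensity; plate controls were DMSO negative control for no effect and GSK-3 inhibitor IX positive control for full effect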
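Technique: fluorescence imaging of beta-catenin antibody stain plus DAPI / Material: human HeLa cell line / Incubation: compound treatment 24 h, 37°C, 5% CO2 / Read-out basis: % activation of per-cell nuclear versus cytoplasmic median beta-catenin signal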
Autophagy mod: autophagy modulation, high-content screen; MEF GFP-LC3 puncta imaging; test concentration mostly 10 µM; calls only at 10 µM (by protocol); 190,000 tested, 0.98% active; AID 463193;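 active means percentage of spot-positive cells more than 3 SD above its plate mean, without a fluorescence outlier flag or 80% toxicity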;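 further: spot-positive cell cutoff set from DMSO-treated cells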
PMI inhibitors: inhibitors of human PMI, primary screen, biochemical, fluorescence intensity, coupled assay (AID 1209) | 190,000 tested, 0.42% active | purified PMI enzyme, coupled fluorescence intensity; higher % means a stronger effect | inhibition, % at 20 µM; hits with a dose series show IC50 in µM;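 further: plate controls were DMSO vehicle for no effect and wells lacking substrate for full effect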
human PMI inhibitors: MPI inhibition at elevated mannose 6-phosphate – biochemical, fluorescence intensity, high mannose 6-phosphate, primary screen (AID 1220). recombinant PMI enzyme, coupled fluorescence intensity; higher % means a stronger effect. 190,000 tested, 0.66% active. one-dose inhibition, % at 20 µM; IC50 in µM for titrated hits
WT yeast gro inh mutant strain: second read-out of WT yeast gro inh, no call of its own (marks repeat the call); inhibition, %; mitochondrial fusion phenotypic screen, mutant strain inhibition
Dynein cargo inh cytoplasmic EGFP: recorded beside Dynein cargo inh, whose call it bears; z-score; measured here: cytoplasmic GR-EGFP intensity; stronger effect = higher value
Dynein cargo inh nuclear GR-EGFP: further read-out of Dynein cargo inh, marked with its call; z-score; measured here: nuclear GR-EGFP intensity;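 lower value marks the stronger effect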
Dynein cargo inh cell count: also measured in Dynein cargo inh; calls as there; z-score; measured here: cell count per field
Insulin prom up cell count: also measured in Insulin prom up; calls as there; cell count; measured here: cytotoxicity, nuclei count;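 total cells summed across four imaged fields per well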
bCat nuc transl cell count 5 µM: second read-out of bCat nuc transl, no call of its own (marks repeat the call); cell count; measured here: cell count, cytotoxicity flag
MT stabilizer Hoechst-high %: recorded beside MT stabilizer, whose call it bears; % Hoechst-high responders; measured here: nuclear condensation Hoechst responders;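 share of cells brighter than vehicle mean plus two SD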
MT stabilizer cytotoxicity %: recorded beside MT stabilizer, whose call it bears; toxicity, %; measured here: cytotoxicity by cell density;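 0% = mean cell density of plate MIN control wells and 100% = no cells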
Autophagy mod cell loss 18 h: also measured in Autophagy mod; calls as there; toxicity, %; measured here: cell loss, nuclei count;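 cell loss after 18 h compound exposure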
An asterisk follows results filed as active. Unless noted, no stated cut-off is given here; in the data, active means inhibition above about 50%; inactive means the rest.

`COc1ccc(N2CC(C(=O)N/N=C/c3ccccc3)CC2=O)cc1` (stereo unspecified) gave Insulin prom up -0.11, MT stabilizer 2.5, WT yeast gro inh -6, Yfh1-off respiration inactive, Dynein cargo inh -0.33, bCat nuc transl 1.2, Autophagy mod inactive, PMI inhibitors 6%, human PMI inhibitors 0%, WT yeast gro inh mutant strain -1, Dynein cargo inh cytoplasmic EGFP -0.36, Dynein cargo inh nuclear GR-EGFP 0.085, Dynein cargo inh cell count 0.9, Insulin prom up cell count 1448, bCat nuc transl cell count 5 µM 1028, MT stabilizer Hoechst-high % 1.4, MT stabilizer cytotoxicity % 7.2 and Autophagy mod cell loss 18 h -4.
Screening O=C(NCc1ccco1)C1CCCCN1S(=O)(=O)c1ccc(F)cc1 (stereo unspecified) returned Insulin prom up -0.05, MT stabilizer 1.8, WT yeast gro inh -3, Yfh1-off respiration inactive, Dynein cargo inh 2.1, bCat nuc transl -2.3, Autophagy mod inactive, PMI inhibitors -3%, human PMI inhibitors -4%, WT yeast gro inh mutant strain -1, Dynein cargo inh cytoplasmic EGFP -0.16, Dynein cargo inh nuclear GR-EGFP 1.2, Dynein cargo inh cell count -1.7, Insulin prom up cell count 1579, bCat nuc transl cell count 5 µM 1454, MT stabilizer Hoechst-high % 1.8, MT stabilizer cytotoxicity % 9.3 and Autophagy mod cell loss 18 h -4.
Screening Cc1ccc2nc(C)cc(OCC(=O)O)c2c1 returned Insulin prom up 0.56, MT stabilizer 4.5, WT yeast gro inh 7, Yfh1-off respiration inactive, Dynein cargo inh -0.89, bCat nuc transl -1.6, Autophagy mod inactive, PMI inhibitors -1%, human PMI inhibitors -8%, WT yeast gro inh mutant strain 0, Dynein cargo inh cytoplasmic EGFP 0.29, Dynein cargo inh nuclear GR-EGFP -0.15, Dynein cargo inh cell count 0.27, Insulin prom up cell count 1263, bCat nuc transl cell count 5 µM 1187, MT stabilizer Hoechst-high % 2.4, MT stabilizer cytotoxicity % 11 and Autophagy mod cell loss 18 h 8.
`O=C1N/C(=N\N=C\c2ccc3ncccc3c2)SC1Cc1ccc(SC(F)F)cc1` (stereo unspecified) gave MT stabilizer 1.9, WT yeast gro inh 8, Yfh1-off respiration inactive, Dynein cargo inh -0.97, bCat nuc transl -3.1, Autophagy mod inactive, PMI inhibitors 2%, human PMI inhibitors -2%, WT yeast gro inh mutant strain -6, Dynein cargo inh cytoplasmic EGFP -0.24, Dynein cargo inh nuclear GR-EGFP -0.091, Dynein cargo inh cell count 0.38, bCat nuc transl cell count 5 µM 1230, MT stabilizer Hoechst-high % 1.1, MT stabilizer cytotoxicity % 3.1 and Autophagy mod cell loss 18 h 2.
`Cc1cc(SCC(=O)c2ccccc2)n2nc(C)nc2n1` gave Insulin prom up 0.42, MT stabilizer 5.0, WT yeast gro inh 3, Yfh1-off respiration inactive, Dynein cargo inh -0.45, bCat nuc transl 0.4, Autophagy mod inactive, PMI inhibitors -13%, human PMI inhibitors -10%, WT yeast gro inh mutant strain -5, Dynein cargo inh cytoplasmic EGFP -0.22, Dynein cargo inh nuclear GR-EGFP 0.092, Dynein cargo inh cell count 0.48, Insulin prom up cell count 1125, bCat nuc transl cell count 5 µM 921, MT stabilizer Hoechst-high % 3.6, MT stabilizer cytotoxicity % 2.8 and Autophagy mod cell loss 18 h 0.
Screening COc1ccc(C2=CC(=O)CC(c3ccccc3)C2)cc1 (stereo unspecified) returned Insulin prom up -0.27, MT stabilizer 1.3, WT yeast gro inh 35, Yfh1-off respiration inactive, Dynein cargo inh 1.2, bCat nuc transl 0.1, Autophagy mod inactive, PMI inhibitors 12%, human PMI inhibitors 10%, WT yeast gro inh mutant strain 20, Dynein cargo inh cytoplasmic EGFP -0.13, Dynein cargo inh nuclear GR-EGFP 0.87, Dynein cargo inh cell count -1, Insulin prom up cell count 1423, bCat nuc transl cell count 5 µM 1534, MT stabilizer Hoechst-high % 3.6, MT stabilizer cytotoxicity % 4.5 and Autophagy mod cell loss 18 h 3.
Screening CC(NS(=O)(=O)/C=C/c1ccccc1)C(=O)O (stereo unspecified) returned Insulin prom up -0.05, MT stabilizer 1.6, WT yeast gro inh 11, Yfh1-off respiration inactive, Dynein cargo inh 0.14, bCat nuc transl -0.6, Autophagy mod inactive, PMI inhibitors -17%, human PMI inhibitors -10%, WT yeast gro inh mutant strain 26, Dynein cargo inh cytoplasmic EGFP 0.3, Dynein cargo inh nuclear GR-EGFP 0.047, Dynein cargo inh cell count -0.19, Insulin prom up cell count 1218, bCat nuc transl cell count 5 µM 1108, MT stabilizer Hoechst-high % 3.0, MT stabilizer cytotoxicity % 16 and Autophagy mod cell loss 18 h 2.
For NS(=O)(=O)c1ccc(CCNC(=O)CN2CCN(c3ccc(F)cc3)CC2)cc1 the results were Insulin prom up -0.09, MT stabilizer 1.5, WT yeast gro inh 3, Yfh1-off respiration inactive, Dynein cargo inh -0.04, bCat nuc transl -1.2, Autophagy mod inactive, PMI inhibitors -12%, human PMI inhibitors -9%, WT yeast gro inh mutant strain 16, Dynein cargo inh cytoplasmic EGFP -0.22, Dynein cargo inh nuclear GR-EGFP 0.056, Dynein cargo inh cell count 0.071, Insulin prom up cell count 1382, bCat nuc transl cell count 5 µM 950, MT stabilizer Hoechst-high % 1.6, MT stabilizer cytotoxicity % 7.7 and Autophagy mod cell loss 18 h -8.
O=C(COC(=O)CCN1C(=O)/C(=C\C=C\c2ccccc2)SC1=S)Nc1cc(F)ccc1F was read as Insulin prom up 1.2, MT stabilizer 4.0, WT yeast gro inh 10, Yfh1-off respiration inactive, Dynein cargo inh -0.95, bCat nuc transl -3.8, Autophagy mod inactive, PMI inhibitors 7%, human PMI inhibitors 17%, WT yeast gro inh mutant strain 8, Dynein cargo inh cytoplasmic EGFP -0.14, Dynein cargo inh nuclear GR-EGFP -0.46, Dynein cargo inh cell count 1.1, Insulin prom up cell count 1582, bCat nuc transl cell count 5 µM 1074, MT stabilizer Hoechst-high % 1.6, MT stabilizer cytotoxicity % 5.1 and Autophagy mod cell loss 18 h 13.
For O=C(O)C(O)Cc1c[nH]c2ccccc12 (stereo unspecified) the results were MT stabilizer 2.2, WT yeast gro inh -3, Yfh1-off respiration inactive, Dynein cargo inh 0.11, bCat nuc transl 0.4, Autophagy mod inactive, PMI inhibitors -7%, human PMI inhibitors -7%, WT yeast gro inh mutant strain -9, Dynein cargo inh cytoplasmic EGFP -0.27, Dynein cargo inh nuclear GR-EGFP 0.66, Dynein cargo inh cell count -0.041, bCat nuc transl cell count 5 µM 490, MT stabilizer Hoechst-high % 2.7, MT stabilizer cytotoxicity % 7.0 and Autophagy mod cell loss 18 h 9.
`O=C(COc1ccccc1)N/N=C/c1cc2c(cc1[N+](=O)[O-])OCO2` gave MT stabilizer 3.8, WT yeast gro inh 2, Yfh1-off respiration inactive, Dynein cargo inh 0.092, Autophagy mod inactive, PMI inhibitors -59%, human PMI inhibitors -94%, WT yeast gro inh mutant strain -3, Dynein cargo inh cytoplasmic EGFP -0.24, Dynein cargo inh nuclear GR-EGFP -0.13, Dynein cargo inh cell count -0.13, MT stabilizer Hoechst-high % 2.2, MT stabilizer cytotoxicity % 4.2 and Autophagy mod cell loss 18 h 11.
For CCn1c(SCC(=O)NC(=O)NC(C)(C)C)nc2ccccc21 the results were Insulin prom up -0.18, MT stabilizer 2.9, WT yeast gro inh -7, Yfh1-off respiration inactive, Dynein cargo inh 0.35, bCat nuc transl 0.6, Autophagy mod inactive, PMI inhibitors 9%, human PMI inhibitors 12%, WT yeast gro inh mutant strain -12, Dynein cargo inh cytoplasmic EGFP -0.34, Dynein cargo inh nuclear GR-EGFP 0.12, Dynein cargo inh cell count -0.52, Insulin prom up cell count 1225, bCat nuc transl cell count 5 µM 1078, MT stabilizer Hoechst-high % 2.8, MT stabilizer cytotoxicity % 9.1 and Autophagy mod cell loss 18 h -3.
Screening CCc1ccc(OCC(=O)N/N=C(\C)c2ccc3c(c2)OCCO3)cc1 returned Insulin prom up 0.11, MT stabilizer 2.7, WT yeast gro inh 14, Yfh1-off respiration inactive, Dynein cargo inh -0.0073, bCat nuc transl -2.0, Autophagy mod inactive, PMI inhibitors 13%, human PMI inhibitors 14%, WT yeast gro inh mutant strain 3, Dynein cargo inh cytoplasmic EGFP -0.22, Dynein cargo inh nuclear GR-EGFP 0.03, Dynein cargo inh cell count 0.08, Insulin prom up cell count 1550, bCat nuc transl cell count 5 µM 1086, MT stabilizer Hoechst-high % 2.3, MT stabilizer cytotoxicity % 6.3 and Autophagy mod cell loss 18 h 12.
COc1cccc(C2NC(CCSC)(C(=O)O)C3C(=O)N(C(C)C)C(=O)C23)c1O (stereo unspecified) was read as Insulin prom up -0.7, MT stabilizer 3.0, WT yeast gro inh 14, Yfh1-off respiration inactive, Dynein cargo inh 0.29, PMI inhibitors 7%, human PMI inhibitors 18%, WT yeast gro inh mutant strain 9, Dynein cargo inh cytoplasmic EGFP -0.23, Dynein cargo inh nuclear GR-EGFP 0.16, Dynein cargo inh cell count 0.46, Insulin prom up cell count 920, MT stabilizer Hoechst-high % 1.7 and MT stabilizer cytotoxicity % 6.1.

Screens from PubChem.

An unsorted share of the library, and some 5% of all compounds hit somewhere here.
